Screening results deposited in PubChem by National Center for Advancing Translational Sciences (NCATS).
TrxR1 inh – qHTS Assay for Inhibitors of Mammalian Selenoprotein Thioredoxin Reductase 1 (TrxR1): qHTS; recombinant rTrxR1, NADPH fluorescence consumption, selenite substrate; Potency, µM (titrated, usually from 114 µM), for inactives: top-dose activity change, negative = inhibition, hits mostly inhibitors; hit rate 1% among 390,000; AID 588453, 2011; note: % is set by controls: 0 for no effect and ±100 for the full control effect; nearly all actives have a fitted effect of over 65% in size
Target sequence (O89049 whole entry, looked up): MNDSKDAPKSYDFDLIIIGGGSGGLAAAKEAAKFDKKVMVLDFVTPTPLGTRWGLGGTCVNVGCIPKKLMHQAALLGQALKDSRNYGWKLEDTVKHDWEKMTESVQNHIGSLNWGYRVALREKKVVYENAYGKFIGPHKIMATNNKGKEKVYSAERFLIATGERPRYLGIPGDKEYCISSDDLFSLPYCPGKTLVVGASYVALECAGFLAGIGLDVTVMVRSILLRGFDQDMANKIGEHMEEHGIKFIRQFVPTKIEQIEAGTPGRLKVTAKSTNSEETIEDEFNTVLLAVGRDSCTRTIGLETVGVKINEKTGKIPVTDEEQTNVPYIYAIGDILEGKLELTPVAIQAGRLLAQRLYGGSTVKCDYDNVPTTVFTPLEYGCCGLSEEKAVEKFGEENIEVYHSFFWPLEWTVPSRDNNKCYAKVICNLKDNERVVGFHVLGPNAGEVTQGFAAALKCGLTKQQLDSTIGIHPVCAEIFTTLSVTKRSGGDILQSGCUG
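Rat TrxR1 (90 nM in the dispensed reagent) was pre-reduced with 400 uM NADPH for 5 min at room temperature, then incubated with compound for 15 min. After 400 uM selenite was added, NADPH fluorescence (Ex 340/Em 450 nm) was followed for 8 min.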
12-LOX inh – Primary qHTS assay for inhibitors of human arachidonate 12S-lipoxygenase (ALOX12): Round 2; Polyunsaturated fatty acid lipoxygenase ALOX12 (Homo sapiens), P18054; purified 12hLO, xylenol orange hydroperoxide absorbance; Potency, µM (highest dose often 108 µM), inactives show top-dose activity change, negative = inhibition, hits mostly inhibitors; hit rate 1.1% among 580,000; note: % is set by controls: 0 for no effect and ±100 for the full control effect
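Hydroperoxide product was detected by ferrous iron/xylenol orange as the 573 to 405 nm absorbance ratio. Arachidonic acid at 40 uM (final) was turned over for 30 min at room temperature by 150 nM human 12hLO, pH 7.0 Hepes buffer, after 15 min compound preincubation.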
RXFP1 ag – qHTS Assay for Agonists of the Relaxin Receptor RXFP1; Potency, µM (titrated, usually from 57.5 µM), without a hit: at the highest dose activation, usual class: activators; Relaxin receptor 1 (Homo sapiens), Q9HBX9; HEK293T-RXFP1 cAMP TR-FRET, 30 min; response scale: percent of porcine relaxin response, buffer zero; hit rate 0.3% among 370,000; note: % is set by controls: 0 for no effect and ±100 for the full control effect; nearly all actives have a fitted effect of over 60% in size; many of its hits are not listed in these tables
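HEK293T cells stably expressing RXFP1 were pretreated with the PDE4 inhibitor Ro 20174, exposed to compounds for 30 min at 37C, lysed, and cAMP was read by TR-FRET. Data normalized to buffer (basal) and 29 nM porcine relaxin (100%).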
TrxR1 substrate – qHTS Assay for Substrates of Mammalian Selenoprotein Thioredoxin Reductase 1 (TrxR1): qHTS; purified TrxR1 substrate turnover, NADPH consumption readout; Potency, µM (series often up to 114 µM), inactives show at the highest dose activity change, negative = substrate turnover; AID 588456, 2011; hit rate 0.01% among 390,000; Thioredoxin reductase 1, cytoplasmic (Rattus norvegicus), O89049; note: % is set by controls: 0 for no effect and ±100 for the full control effect; nearly all actives have a fitted effect of over 50% in size
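Rat TrxR1, dispensed at 90 nM, was prereduced with 400 uM NADPH (final) for 5 min at ~22 deg C, then incubated with compound 15 min before 400 uM selenite. A first-read NADPH fluorescence drop versus no-compound background flagged substrates.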
IDH1 R132H inh – qHTS for Inhibitors of mutant isocitrate dehydrogenase 1 (IDH1): qHTS. IDH1-R132H enzyme, NADPH consumption, diaphorase/resazurin fluorescence. Potency, µM (doses to about 76.6 µM), for inactives: at the top dose activity change, negative = inhibition, actives largely listed as inhibitors. hit rate 0.093% among 390,000. AID 602179, 2012; note: % is set by controls: 0 for no effect and ±100 for the full control effect; nearly all actives have a fitted effect of over 65% in size
Target sequence (O75874 whole entry R132H, stated change not applied): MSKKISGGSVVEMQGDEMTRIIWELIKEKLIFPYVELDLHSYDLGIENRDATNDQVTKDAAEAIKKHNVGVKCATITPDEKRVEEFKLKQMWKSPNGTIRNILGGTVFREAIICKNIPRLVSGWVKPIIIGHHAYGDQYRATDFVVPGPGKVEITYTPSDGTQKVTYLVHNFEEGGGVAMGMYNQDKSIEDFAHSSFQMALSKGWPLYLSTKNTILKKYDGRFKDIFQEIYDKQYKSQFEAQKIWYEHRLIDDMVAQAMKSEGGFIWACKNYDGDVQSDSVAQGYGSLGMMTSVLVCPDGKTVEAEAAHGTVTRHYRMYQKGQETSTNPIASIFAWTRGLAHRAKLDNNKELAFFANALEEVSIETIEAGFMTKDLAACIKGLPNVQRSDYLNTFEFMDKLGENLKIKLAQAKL
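IDH1-R132H (0.5 ug/mL) preincubated 30 min with compound, then NADPH (0.016 mM) and alpha-KG (2 mM) added; 80 min at RT, pH 7.5. Remaining NADPH coupled via diaphorase/resazurin to fluorescence (540/590 nm); concentration-response curves normalized to no-enzyme control.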
USP1-UAF1 inh – Inhibitors of USP1/UAF1: Primary Screen. Potency, µM (series often up to 57.1 µM), without a hit: at the top dose activity change, negative = inhibition, hits mostly inhibitors. recombinant USP1/UAF1, Ub-Rhodamine cleavage fluorescence. hit rate 0.23% among 390,000. AID 743255, 2014; note: % is set by controls: 0 for no effect and ±100 for the full control effect; nearly all actives have a fitted effect of over 60% in size; inactives centre near -12
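1 nM enzyme complex + cpd, 15 min RT; start with Ub-Rho 150nM final; kinetic fluorescence ex 480/em 540, 6 reads q60 s. Buffer 50mM HEPES pH 7.8, 0.5mM EDTA, 0.1 mg/ml BSA, 1mM TCEP, 0.01% Tween-20.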
Vif-A3G inh – qHTS for Inhibitors of Vif-A3G Interactions: qHTS; DNA dC->dU-editing enzyme APOBEC-3G (Homo sapiens), Q9HC16; HeLa A3G-eYFP + Vif (tagged APOBEC3G with the HIV-1 protein that degrades it), YFP fluorescence, overnight; Potency, µM (titrated, usually from 46.1 µM), without a hit: at the top dose activity, negative = active, usual class: inhibitors; hit rate 0.076% among 410,000;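 note: % is set by controls: 0 for no effect and ±100 for the full control effect; nearly all actives have a fitted effect of over 60% in size; hits raise eYFP signal because A3G escapes Vif-driven loss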
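Read-out is eYFP fluorescence (Ex 488/Em 500-530) from Vif-expressing HeLa A3G-eYFP cells; more signal means A3G escaped Vif-mediated degradation. Cells plated overnight, compound pinned in, incubated overnight at 37 deg C.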
RGS4 inhibitor – Inhibitors of Regulator of G Protein Signaling (RGS) 4: qHTS | AID 504845, 2011 | Potency, µM (doses to about 114 µM), inactives show at the top dose activity change, negative = inhibition, hits mostly inhibitors | Transcreener GDP fluorescence polarization, RGS4-accelerated GTP hydrolysis | Regulator of G-protein signaling 4 (Homo sapiens), P49798 | hit rate 0.039% among 390,000; note: % is set by controls: 0 for no effect and ±100 for the full control effect; nearly all actives have a fitted effect of over 75% in size; some results filed as inactive show a strong effect at the top dose
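MLSMR compounds (23 nl, pin-transferred) preincubated 10 min at room temperature with a 500nM (2x) first reagent, then RGS4 at 900nM (2x) plus Transcreener GDP mix added; fluorescence polarization (620/688 nm) read before and after 90 min at 30 °C.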
Vif-A3F inh – qHTS for Inhibitors of Vif-A3F Interactions: qHTS | Potency, µM (titrated, usually from 46.1 µM), for inactives: top-dose activity, negative = active | HeLa A3F-eYFP + Vif (tagged APOBEC3F with the HIV-1 protein that degrades it), YFP fluorescence increase | hit rate 0.2% among 390,000; note: % of control where 0% means no effect; nearly all actives have a fitted effect of over 65% in size
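Fluorescence increase (Ex 488/Em 500-530) after overnight compound treatment at 37 deg C flags inhibition of Vif-driven A3F-eYFP loss in stable HeLa A3F-eYFP/Vif cells seeded overnight beforehand.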
* marks the source's active call; other numbers are inactive results; & = joins results of further samples; [ ] = dose if it differs, or a comment. Calls come from the whole dose curve; as a rule, active = well fitted curve in the direction sought with a large enough effect; inconclusive = small, poorly fitted or top-dose-only effect, or another doubt; inactive = no such curve, though single readings can be large; an effect the other way counts as inactive or inconclusive. Potency is the fitted concentration of half-maximal effect. These rows are one share of the data, so the mix of outcomes need not match the whole.

`Cc1cccc(NC(=O)C2Cc3ccccc3O/C2=N\O)c1` (stereo not given) gave TrxR1 inh 21%, 12-LOX inh 0%, RXFP1 ag 0.8%, TrxR1 substrate 9%, IDH1 R132H inh 5%, USP1-UAF1 inh -26%, Vif-A3G inh -5%, RGS4 inhibitor -3% and Vif-A3F inh -5%.
`O=C(O)c1ccc(NC(=O)C2C3CCC(C3)C2C(=O)O)cc1` (stereo not given) gave TrxR1 inh 16%[57.1 µM], 12-LOX inh -19%, RXFP1 ag -1.9%, TrxR1 substrate 9%[57.1 µM], IDH1 R132H inh 1%, USP1-UAF1 inh 8%, Vif-A3G inh 2%, RGS4 inhibitor 17% and Vif-A3F inh -1%.
`O=C(CSc1nnnn1-c1ccccc1)Nc1ncc(Cc2ccccc2Cl)s1` gave TrxR1 inh 23%[57.1 µM], 12-LOX inh -4%, RXFP1 ag -1.4%, TrxR1 substrate 3%[57.1 µM], IDH1 R132H inh 0%, USP1-UAF1 inh -19%, Vif-A3G inh 9%, RGS4 inhibitor -25% and Vif-A3F inh -12%.
For CCC(C)NC(=O)c1cn(C)c(=O)c2cc(OC)c(OC)cc12 (stereo not given) the results were TrxR1 inh 1%, 12-LOX inh 1%, RXFP1 ag 1.9%, TrxR1 substrate -1%, IDH1 R132H inh -4%, USP1-UAF1 inh -15%, Vif-A3G inh -2%, RGS4 inhibitor 18% and Vif-A3F inh -5%.
COc1cc2c(C(=O)N3CCN(C4CCCCC4)CC3)cn(CC(C)C)c(=O)c2cc1OC was read as TrxR1 inh inconclusive, RXFP1 ag -0.3%, TrxR1 substrate -4%, IDH1 R132H inh 3%, USP1-UAF1 inh -11%, Vif-A3G inh -2%, RGS4 inhibitor -3%[11.4 µM] and Vif-A3F inh 1%.
For Nc1nc(N)c2[nH]cnc2n1 the results were TrxR1 inh 12%, 12-LOX inh 7%, TrxR1 substrate 10%, IDH1 R132H inh 3%, USP1-UAF1 inh -24%, Vif-A3G inh -1%, RGS4 inhibitor -22% and Vif-A3F inh 0%.
Cc1cc(SCC(=O)Nc2ncc(Cl)cc2Cl)nc2ccccc12 was read as TrxR1 inh 7%, 12-LOX inh 8%, RXFP1 ag 18%, TrxR1 substrate 4%, IDH1 R132H inh 7%, USP1-UAF1 inh -6%, Vif-A3G inh 0%, RGS4 inhibitor 4% and Vif-A3F inh 0%.
Screening CN1CCC(N(C)CC(C)(C)NS(=O)(=O)c2ccccc2)CC1 returned TrxR1 inh 24%[57.1 µM], 12-LOX inh -20%, RXFP1 ag 4.1%, TrxR1 substrate 3%[57.1 µM], IDH1 R132H inh 4%, USP1-UAF1 inh -13%, Vif-A3G inh 11%, RGS4 inhibitor -39%[56.9 µM] and Vif-A3F inh 6%.
Screening CCC(=O)c1c[nH]c(C(=O)NCc2ccccc2OC)c1 returned TrxR1 inh 13%, 12-LOX inh -6%, RXFP1 ag 0.0%, TrxR1 substrate 4%, IDH1 R132H inh 8%, USP1-UAF1 inh -3%, Vif-A3G inh 1%, RGS4 inhibitor -24%[56.9 µM] and Vif-A3F inh 9%.
`CCOc1ccc(S(=O)(=O)N2CCN(C(=O)c3ccncc3)CC2)cc1` gave TrxR1 inh 8%, 12-LOX inh 427%[activator], RXFP1 ag -0.1%, TrxR1 substrate 3%, IDH1 R132H inh -3%, USP1-UAF1 inh -6%, Vif-A3G inh 2%, RGS4 inhibitor 22% and Vif-A3F inh -7%.
Cc1cccc2c1-c1sc(C(=O)Nc3ccccc3N3CCN(C)CC3)cc1CO2 was read as TrxR1 inh 25%, 12-LOX inh -12%, RXFP1 ag 7.8%, TrxR1 substrate 4%, IDH1 R132H inh 5%, USP1-UAF1 inh -10%, Vif-A3G inh -15%, RGS4 inhibitor 8% and Vif-A3F inh 1%.
For CC(C)NC(=O)N(C)C[C@H]1Oc2c(NC(=O)c3ccc(-c4nccs4)cc3)cccc2C(=O)N([C@@H](C)CO)C[C@H]1C the results were TrxR1 inh 0%, 12-LOX inh 10%, TrxR1 substrate -2%, IDH1 R132H inh -5%, USP1-UAF1 inh inconclusive, Vif-A3G inh -1%, RGS4 inhibitor -5% and Vif-A3F inh 0%.
`CCOC(=O)C1=C(C)N(C)C(C)=C(C(=O)OCC)C1c1ccc(Cl)cc1` gave TrxR1 inh 0%[57.1 µM], 12-LOX inh -19%, RXFP1 ag 1.0%, TrxR1 substrate -12%[57.1 µM], IDH1 R132H inh 7%, USP1-UAF1 inh -10%, Vif-A3G inh -13%, RGS4 inhibitor -31% and Vif-A3F inh 7%.
`COc1ccccc1-c1nn2c(=O)cc(CN3CCN(C(=O)/C=C/c4ccccc4)CC3)nc2s1` gave TrxR1 inh 10%[57.1 µM], 12-LOX inh 1%, RXFP1 ag 3.0%, TrxR1 substrate 0%[57.1 µM], IDH1 R132H inh 0%, USP1-UAF1 inh inconclusive, Vif-A3G inh -7%, RGS4 inhibitor -16% and Vif-A3F inh -3%.
`CC1CCN(C(=O)c2ccc(S(=O)(=O)N3CCCCCC3)cc2)CC1` gave TrxR1 inh 14%, 12-LOX inh 7%, TrxR1 substrate 1%, IDH1 R132H inh 18%, USP1-UAF1 inh -15%, Vif-A3G inh 2%, RGS4 inhibitor 5% and Vif-A3F inh -5%.
`CCOc1ccccc1NC(=O)CN(c1ccc(Cl)cc1)S(C)(=O)=O` gave TrxR1 inh 7%[57.1 µM], 12-LOX inh inconclusive, RXFP1 ag -1.9%, TrxR1 substrate -5%, IDH1 R132H inh 3%, USP1-UAF1 inh -15%, Vif-A3G inh -1%, RGS4 inhibitor -19% and Vif-A3F inh 10%.
`CC1(C)c2[nH]c3ccccc3c2C[C@@H]2C(=O)N(Cc3ccco3)C(=O)N21` gave TrxR1 inh -29%, 12-LOX inh -21%, TrxR1 substrate 0%, Vif-A3G inh -3%, RGS4 inhibitor -48% and Vif-A3F inh 0%.
`Cc1cccc(NC(=O)CSc2nc(N)cc(N)n2)c1` gave TrxR1 inh 8%, 12-LOX inh -3%, RXFP1 ag 0.3%, TrxR1 substrate 7%, IDH1 R132H inh 1%, USP1-UAF1 inh -20%, Vif-A3G inh 1%, RGS4 inhibitor -39% and Vif-A3F inh -8%.
Screening O=C(CC1Nc2ccccc2NC1=O)NCCc1ccccc1 (stereo not given) returned TrxR1 inh 17%[57.1 µM], 12-LOX inh 0%, RXFP1 ag 1.5%, TrxR1 substrate 11%[57.1 µM], IDH1 R132H inh -3%, USP1-UAF1 inh -19%, Vif-A3G inh -8%, RGS4 inhibitor 0%[11.4 µM] and Vif-A3F inh 11%.
`CCOC(=O)N1CCN(Cc2nc3cc(NC(=O)c4cccc(C)c4)ccc3n2C(C)C)CC1` gave TrxR1 inh -4%, 12-LOX inh 82%&1%[activator], RXFP1 ag -3.0%, TrxR1 substrate -5%, USP1-UAF1 inh 8% and RGS4 inhibitor 4%.
For CCn1c(C)c(C2N3CC4(C)CN2CC(C)(C3)C4=O)c2ccccc21 (stereo not given) the results were TrxR1 inh 25%, 12-LOX inh 3%, RXFP1 ag 1.9%, TrxR1 substrate 6%, IDH1 R132H inh -4%, USP1-UAF1 inh -14%, Vif-A3G inh -1%, RGS4 inhibitor 0% and Vif-A3F inh 3%.
CC(=O)c1cccc(NS(=O)(=O)c2cc(OCC(N)=O)c(C)cc2Cl)c1 was read as TrxR1 inh 5%, 12-LOX inh -3%, RXFP1 ag -3.3%, TrxR1 substrate 2%[57.1 µM], IDH1 R132H inh 6%, USP1-UAF1 inh -10%, Vif-A3G inh -1%, RGS4 inhibitor 8% and Vif-A3F inh 2%.

Pulled one by one from above, 2 records:
`CCOC(=O)C1=C(C)N(C)C(C)=C(C(=O)OCC)C1c1ccc(Cl)cc1` gave TrxR1 inh 0%[57.1 µM], 12-LOX inh -19%, RXFP1 ag 1.0%, TrxR1 substrate -12%[57.1 µM], IDH1 R132H inh 7%, USP1-UAF1 inh -10%, Vif-A3G inh -13%, RGS4 inhibitor -31% and Vif-A3F inh 7%.
`CC1(C)c2[nH]c3ccccc3c2C[C@@H]2C(=O)N(Cc3ccco3)C(=O)N21` gave TrxR1 inh -29%, 12-LOX inh -21%, TrxR1 substrate 0%, Vif-A3G inh -3%, RGS4 inhibitor -48% and Vif-A3F inh 0%.
